# Source: PubChem (several laboratories)
# 14-3-3 Bad inh: inhibitors of 14-3-3 zeta/Bad binding, primary screen, biochemical, TR-FRET, bovine 14-3-3 zeta; TR-FRET 14-3-3zeta/Dy647-pBad peptide displacement, 1 h; inhibition, % at 21.7 µM; 14-3-3 protein zeta/delta (Bos taurus), P63103; actives 0.71% (n = 220,000); AID 781, 2007;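 active = inhibition above about 70%, limit read from the data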;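 also: 0% = full 14-3-3 plus peptide FRET controls and 100% = background without 14-3-3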
# Target sequence (P63103 whole entry, looked up): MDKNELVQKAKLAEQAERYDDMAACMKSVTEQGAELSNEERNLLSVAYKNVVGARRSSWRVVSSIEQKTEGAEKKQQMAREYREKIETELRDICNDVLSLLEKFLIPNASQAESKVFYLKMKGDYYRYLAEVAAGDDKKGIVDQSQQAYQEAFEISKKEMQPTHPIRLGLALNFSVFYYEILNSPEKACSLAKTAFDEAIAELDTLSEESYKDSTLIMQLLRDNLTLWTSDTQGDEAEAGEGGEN
# KLK5 inh: human KLK5 protease inhibitors, primary screen, biochemical, 1536-well; Kallikrein-5 (Homo sapiens), Q9Y337; recombinant hK5, fluorogenic AMC substrate cleavage; inhibition, % at 5 µM; actives 0.59% (n = 210,000); AID 873, 2007;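 active = inhibition of 40% or more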;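 also: 0% = enzyme controls without compound and 100% = no-enzyme blanks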
# Thrombin inh: human alpha-thrombin inhibitors, primary screen, counter-screen for coagulation protease inhibitor project, biochemical, 1536-well, fluorogenic AMC substrate | Prothrombin (Homo sapiens), P00734 | Boc-VPR-AMC fluorogenic substrate cleavage | inhibition, % at 5 µM | actives 0.26% (n = 220,000) | AID 1046, 2008;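 active = inhibition at or above 40%; inactive = inhibition below 40%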;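 also: 0% = enzyme with no compound and 100% = wells without enzyme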
#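 Material: human alpha-thrombin protein. Incubation: reaction at ambient temperature. Technique: fluorescence of released AMC, ex 355 nm, em 460 nm. Control set: no-compound enzyme wells and no-enzyme blanks. Also added: Boc-VPR-AMC substrate, 15 µM final. Buffer or medium: pH 7.5 Tris (50 mM) with NaCl 150 mM, Tween 20 0.05%.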
# Furin inhibitor: human furin inhibitors, primary screen, biochemical, fluorescence intensity; P09958; purified furin, fluorogenic substrate cleavage; inhibition, % at 30 µM; actives 0.061% (n = 220,000); AID 463115, 2010; in the data active = inhibition above about 25%; also: inactives centre near -15
# Target sequence (P09958 108-714 limits assumed): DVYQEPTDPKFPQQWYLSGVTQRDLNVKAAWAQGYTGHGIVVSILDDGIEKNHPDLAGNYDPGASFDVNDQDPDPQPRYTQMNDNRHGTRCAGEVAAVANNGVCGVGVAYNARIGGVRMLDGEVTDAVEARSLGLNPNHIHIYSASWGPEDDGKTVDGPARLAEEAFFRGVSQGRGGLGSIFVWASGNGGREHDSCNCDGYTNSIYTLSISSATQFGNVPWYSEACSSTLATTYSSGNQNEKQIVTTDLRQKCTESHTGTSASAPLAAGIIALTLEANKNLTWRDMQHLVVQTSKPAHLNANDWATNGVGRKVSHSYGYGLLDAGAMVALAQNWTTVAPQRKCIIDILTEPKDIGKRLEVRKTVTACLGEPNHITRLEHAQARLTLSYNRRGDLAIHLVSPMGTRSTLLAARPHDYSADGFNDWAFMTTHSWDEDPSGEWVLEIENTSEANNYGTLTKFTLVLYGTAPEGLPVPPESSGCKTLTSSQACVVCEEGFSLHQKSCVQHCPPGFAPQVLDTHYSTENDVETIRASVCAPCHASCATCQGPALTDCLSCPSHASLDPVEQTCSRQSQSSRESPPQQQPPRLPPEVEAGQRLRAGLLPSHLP
# EBV gp42 block: Epstein-Barr virus gp42 inhibitors, primary screen, biochemical, uHTS, fluorescence polarization; Glycoprotein 42 (Epstein-Barr virus (strain AG876)), Q1HVG2; Fluorescence polarization binding assay, mP read-out; inhibition, % (tested at 21.74 µM); actives 0.42% (n = 220,000); in the data active = inhibition above about 50%
# Target sequence (Q1HVG2 whole entry, looked up): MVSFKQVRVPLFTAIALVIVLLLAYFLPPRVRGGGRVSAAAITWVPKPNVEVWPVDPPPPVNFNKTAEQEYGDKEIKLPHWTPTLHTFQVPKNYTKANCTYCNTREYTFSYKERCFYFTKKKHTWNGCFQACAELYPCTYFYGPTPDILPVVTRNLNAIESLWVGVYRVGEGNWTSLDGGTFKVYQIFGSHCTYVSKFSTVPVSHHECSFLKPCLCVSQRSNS
# KCC2 mod: KCC2 cotransporter modulators, thallium flux, primary screen, cell-based, HEK293 KCC2, FluoZin-2 fluorescence, MLSMR; KCC2 cells, thallium flux FluoZin-2 fluorescence; actives 2.2% (n = 190,000); AID 1456, 2008; B-score of Tl+ flux slope (higher = more flux/activation; lower = inhibition) at 10 µM;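 active = thallium flux slope and its plate-corrected score both differing from the plate sample mean at a set confidence after two filtering rounds, in either direction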;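 also: slope of fluorescence scaled to starting intensity during 10 to 20 s after thallium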
# eIF4E 4G PPI: eIF4E–eIF4G protein interaction inhibitors, primary screen, biochemical, uHTS, TR-FRET, eIF4GI fragment | TR-FRET eIF4E-eIF4GI(517-606) binding, 2 h | Eukaryotic translation initiation factor 4E (Mus musculus) + Eukaryotic translation … | inhibition, % at 21.7 µM | actives 0.37% (n = 220,000) | AID 782, 2007;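 also: 0% = full FRET control wells and 100% = background wells lacking eIF4GI fragment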
# Rad51 HR inh: human RAD51 strand exchange inhibitors, primary screen, biochemical, fluorescence | actives 0.085% (n = 200,000) | inhibition, % at 10 µM | hRad51 DNA strand exchange, fluorescence dequenching;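 active = inhibition above 40% at the single screening dose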;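 also: 0% = DMSO control wells and 100% = blanks with heterologous ssDNA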
#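 Test system: preformed human Rad51 ssDNA filaments. Compound dosing: single dose, 10 µM final compound. Incubation: filaments 15 min 37 °C, then compound 30 min. Technique: FRET fluorescence dequenching, excitation 485 nm, emission 520 nm. Read-out basis: percent inhibition from fluorescence, normalised to plate control and blank means. Benchmarks: plate controls and plate blanks.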
# p47phox inh: p47phox/p22phox peptide binding inhibitors, primary screen, biochemical, uHTS, NADPH oxidase regulatory subunit; Neutrophil cytosol factor 1 (Homo sapiens), P14598; fluorescence polarization, 2 h; inhibition, % at 24.7 µM; actives 0.53% (n = 220,000); AID 1274, 2008;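 also: 0% = p47phox with labelled peptide and 100% = labelled peptide alone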
# The depositor's hits bear a star; i = inactive; . = no result given; [ ] = dose if it differs, or a comment.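 The calls were made as follows, unless noted: active = inhibition above about 30% (limit read from the data); inactive = the rest.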
SMILES,14-3-3 Bad inh,KLK5 inh,Thrombin inh,Furin inhibitor,EBV gp42 block,KCC2 mod,eIF4E 4G PPI,Rad51 HR inh,p47phox inh
CCOc1ccc(Oc2ccc(-c3nnc(-c4ccccc4)o3)cc2[N+](=O)[O-])cc1,-7,-13,2,-17,-13,.,-10,.,12
Cc1c(Cl)cccc1Nc1nc(N)nc(CSc2ncccn2)n1,-13,0,3,-9[20 µM],-28,0.024,-1,6,0
CCOc1cc(/C=C(\C#N)c2[nH]nc(N)c2C#N)ccc1O,-14[fluorescence artefact?],-6,0,-18[20 µM],2,.,-7[fluorescence artefact?],-2,-45
CCOC(=O)c1ccccc1N/C=C1\CCCC1=O,-22[fluorescence artefact?],-21,-7,-18,-2,.,5,-6,-3
O=C(COC(=O)/C(=C/c1cccs1)c1cccs1)NC(c1ccccc1)c1ccccc1,-18[fluorescence artefact?],-21,-12,6,-30,-1.2,-1,6,-37
CN(C)c1nc(N)nc(Cn2ccnc2)n1,i[fluorescence artefact?],6,-7,16[20 µM],-13,-0.96,-1,-6,-3
Cc1ccccc1-c1nc2sc(-c3ccccc3)cc2c(=O)o1,-2,2,-3,-6[20 µM],0,-3.2,-5,3,-8
COC(=O)C1=C(Cn2cnc3ccccc32)NC(=O)NC1c1cc(C)ccc1C (stereo not drawn),11,8,-5,-16[20 µM],-6,-1.5,1,0,-10
Cc1ncc([N+](=O)[O-])n1Cc1ccc(F)cc1,4,1,-4,-22,-2,-2,-1,12,-1
COc1cc(NS(=O)(=O)c2ccc(NC(=S)NC(=O)c3sc4ccccc4c3Cl)cc2)nc(OC)n1,-5,-26,-1,-5,-19,-0.18,-3,10,-45
CCOC(=O)c1ccc2nc(C)c3c(c2c1)OC(C)C3 (stereo not drawn),1,-1,4,-26[20 µM],-19,-0.4,-27,-2,-10
CC1CCCCN1CC(=O)Nc1ccc(Oc2ccccc2)cc1 (stereo not drawn),7[fluorescence artefact?],4,-3,-17[20 µM],-3,-1.1,3[fluorescence artefact?],-1,-6
Cc1cc(C)c(-n2c(SCc3nc4ccccc4s3)n[nH]c2=O)c(C)c1,4,-1,-5,-6,1,-0.76,4,14,8
COc1ccc(S(=O)(=O)N(C)CC(=O)N2CCN(c3ccc(F)cc3)CC2)cc1OC,7[fluorescence artefact?],3,-3,-6[20 µM],-4,.,-4,-2,-5
Cc1ccc2oc(-c3ccco3)cc(=O)c2c1,-6,1,-3,-55,-3,-1.2,0,.,1
COc1ccc(NC(=O)Cn2cnc3ccccc3c2=O)cc1OC,-4,-17,-7,-33,-25,.,-1,3,-3
Fc1cccc(NC(=S)N2CCCC2)c1,-3,-14,-4,-23,-1,0.092,5,-7,-3
Cc1ccc(-c2noc(CN(C(=O)C(c3ccccc3)c3ccccc3)C(C)C)n2)cc1,5,-16,6,-1[20 µM],-17,-1.1,1,2,-9
COc1ccc(Cc2nnc(N/N=C/c3ccc(N(C)C)cc3)[nH]c2=O)cc1OC,0,3,4,-27,-15,-0.16,6,-7,6
COc1ccc(/C=N/NC(=O)Cn2c(Cc3ccc(OC)c(OC)c3)nc3ccccc32)cc1OC,2[fluorescence artefact?],14,17,-10,6,0.041,-3,1,3
O=C(COC(=O)c1ccc2c(=O)n3c(nc2c1)CCC3)Nc1ccc(OC(F)F)cc1,-1,0,-1,-15,-8,.,9,18,-6
COc1ccc(-c2n[nH]c(=S)n2-c2ccc3c(c2)OCCO3)cc1OC,-1,-6,-5,-18,-9,-0.49,0,-2,-3
CCCCCC(=O)N1CCCC(c2nc(-c3ccc(OC)cc3)no2)C1 (stereo not drawn),7,-3,-1,-26[20 µM],12,-1.7,3,1,-14
CC(C)C(C(=O)Nc1ccc(S(=O)(=O)N2CCOCC2)cc1)N1C(=O)c2ccccc2C1=O (stereo not drawn),12,6,-5,-27[20 µM],-9,.,4[fluorescence artefact?],-9,-17
CCc1ccccc1NC(=S)N(CCN(C)C)Cc1cccs1,0,0,2,-12,10,-1.2,0,-5,-6
SMILES,14-3-3 Bad inh,KLK5 inh,Thrombin inh,Furin inhibitor,EBV gp42 block,KCC2 mod,eIF4E 4G PPI,Rad51 HR inh,p47phox inh
Cc1ccc2nc3c(c(C(=O)OCC(=O)N(C)C4CCS(=O)(=O)C4)c2c1)CCCC3 (stereo not drawn),-3,-2,4,-13,-9,1.1,3,-50,-7
O=C(Cn1nnc(-c2ccccc2F)n1)NCCc1ccccc1,9,-4,-8,-24,-3,.,-2,7,3
Cc1onc(-c2c(Cl)cccc2Cl)c1C(=O)NCC1CCCO1 (stereo not drawn),7,14,0,-27[20 µM],-4,-0.11,-1,3,-5
CC1=NN(C(C#N)c2c(C)nn(Cc3ccccc3)c2C)C(C)(C)C1 (stereo not drawn),-4,-2,-9,-14,9,0.022,0,-1,4
CCn1c(SCC(=O)Nc2ccc(C)cc2)nc2nc3c(cc2c1=O)COC(C)(C)C3,3,-5,-1,-10,-11,0.63,1,-10,-4
Cc1cc(/C=C(\C#N)C(=O)NCc2ccco2)c(C)n1C1CCCC1,4[fluorescence artefact?],4,-3,-6[20 µM],-17,-0.68,5,-5,-18
NCC/C=C1/c2ccccc2CSc2ccccc21,1,-1,2,-5[20 µM],-13,0.03,-5,-4,-2
CCOCCCNCc1ccc(OCCC(C)C)c(OC)c1,62,.,0,-41,-9,0.47,-2,.,.
C=C(C)COc1ccc(-c2[nH]ncc2Oc2ccc(OC)cc2)c(O)c1,0,-1,-9,6,3,0.9,2,.,-12
CS(=O)(=O)N(CCc1ccccc1)CC(=O)NCc1ccccc1Cl,-9,-19,-3,6,2,-0.23,-6,7,-12
CCOC(=O)CSc1nnc(CNC(=O)c2ccccc2OC)n1-c1ccc(OC)cc1,-7,0,-3,-21,-7,.,-1,.,6
CC(CCCC(C)(C)O)CC1C2=C(CCCC2=O)OC2=C1C(=O)CCC2 (stereo not drawn),-8,0,5,-32,-15,0.27,0,3,-7
Cn1nccc1C(=O)Nc1ccccc1C(=O)O,43[fluorescence artefact?],-4,-7,-18,-9,-1.5,-15,-8,178*
FC(F)Oc1ccccc1/C=N/n1cnc2ccccc21,-7,1,-2,-27,-11,-1.2,2,-12,-6
COc1ccccc1C(=O)N1CCC(N2CCN(c3ccccc3OC)CC2)CC1,25,-2,0,-25,-12,0.043,6,11,-6
Clc1ccccc1-c1ccc(/C=N/Nc2nncc(-c3ccccc3)n2)o1,-6,-6,.,-9,-18,0.12,17,-6,12
CC(C)CC(=O)NS(=O)(=O)c1ccc(NC(=O)c2ccco2)cc1,7,7,-10,-13,4,-0.98,-3,-5,-9
Cc1cccc(OCCCc2c(C)n[nH]c2C)c1,31[fluorescence artefact?],2,0,-9,-7,-0.7,1,-5,-8
CC(C)(C)c1ccc(OCC(=O)Nc2ccc3c4c(cccc24)C(=O)NC3=O)cc1,-16,-2,-7,-33,57*,-0.64,-8,-61,-20
CCN(c1ccccc1)c1nc(=O)c2cccnc2s1,-12,1,-13,-16,-2,-0.15,1,-2,4
COC(=O)c1c(NS(=O)(=O)Cc2ccccc2)sc2c1CCCC2,4,-3,-4,-12[20 µM],20,45*,24,0,-5
O=C(NC1CCCCC1)c1ccc(S(=O)(=O)N2CCCCC2)cc1,2,17,-3,-18[20 µM],-2,0.11,2,7,-4
NS(=O)(=O)c1ccc(NC(=O)COC(=O)C2(c3ccccc3F)CCCC2)cc1,10,-5,7,-12,-5,-0.46,-5[fluorescence artefact?],-2,-3
COC(=O)c1cc(NC(=O)c2ccc(F)cc2)cc(C(=O)OC)c1,0,-3,-18,-24,-10,-0.2,-2,5,-6
CC(=O)Nc1nc(C)c(S(N)(=O)=O)s1,-5,5,-5,-18,8,.,0,.,-4
SMILES,14-3-3 Bad inh,KLK5 inh,Thrombin inh,Furin inhibitor,EBV gp42 block,KCC2 mod,eIF4E 4G PPI,Rad51 HR inh,p47phox inh
CCOC(=O)N1CCN(c2cc(=O)n(C3CCCCC3)c(=O)[nH]2)CC1,3,-2,-16,-5,-8,1.8,4,3,-16
CCCCn1c(SCc2nc3ccccc3s2)nc2cc(S(N)(=O)=O)ccc21,-5,35,6,4[20 µM],9,.,3,-7,-67
O=C1CSC(c2cccnc2)N1CCc1ccccn1 (stereo not drawn),-4,0,-7,-15,-7,0.62,7,18,1
COc1ccc2c(c1OC)CN(C)CCc1cc3c(cc1C(=O)C2)OCO3,-10,-1,-14,-24,-17,-0.81,0,5,-2
Clc1ccc(OCc2nnnn2-c2ccccc2)cc1,7,-3,-1,-7,-18,-0.27,8[fluorescence artefact?],-4,-8
Brc1ccccc1C1=Nn2c(nnc2-c2ccccc2)SC1,1,-2,2,-18,-25,-0.8,-3,3,-11
CCN(Cc1ccccc1)C(=O)C1CCN(Cc2ccc(OC)c(OC)c2OC)CC1,56[fluorescence artefact?],-16,-2,-27,-16,.,-9,6,-2
O=C(CN1C(=O)c2cccc3cccc1c23)Nc1ccc2c(c1)OCO2,-19,-11,0,-22,-13,0.39,0,0,-10
NNC(=O)CN1CCCc2ccccc21,-10,-1,.,-11,0,1.7,-2,-6,-4
O=c1c2cnn(-c3ccccc3)c2nnn1/N=C/c1cccnc1,-6,-12,2,-8[20 µM],-24,-0.33,1,-16,-13
CC(=O)NCCn1c(C)cc2ccccc21,10,0,-2,-11,-12,0.29,-3,-2,-5
CCOc1ccc(OCC)c(NC(=O)C2CCN(c3ncccn3)CC2)c1,1,7,-4,-3[20 µM],2,.,-2,42*,-6
OCc1nc(CO)n(Cc2ccccc2)n1,-5[fluorescence artefact?],-1,-1,-20[20 µM],-8,-0.017,2,-2,-8
Cc1ccc(CNC(=O)C2CC(c3cccc(F)c3)=NO2)cc1 (stereo not drawn),0,1,6,-26,0,0.034,2,2,-5
Cc1cc(=O)oc(C)c1C(=O)NCC(C)NC(=O)c1c(C)cc(=O)oc1C (stereo not drawn),3[fluorescence artefact?],-13,-1,-5,3,.,7[fluorescence artefact?],-10,-1
Cc1c(N=Cc2c(O)n(C)c(=O)c3ccccc23)c(=O)n(-c2ccccc2)n1C,-5,-16,2,-21,-91,-0.4,-7,3,-23

# Reformatted with bars between the fields: part of the list above
Compound | 14-3-3 Bad inh | KLK5 inh | Thrombin inh | Furin inhibitor | EBV gp42 block | KCC2 mod | eIF4E 4G PPI | Rad51 HR inh | p47phox inh
Cc1ccc2nc3c(c(C(=O)OCC(=O)N(C)C4CCS(=O)(=O)C4)c2c1)CCCC3 (stereo not drawn) | -3 | -2 | 4 | -13 | -9 | 1.1 | 3 | -50 | -7
O=C(Cn1nnc(-c2ccccc2F)n1)NCCc1ccccc1 | 9 | -4 | -8 | -24 | -3 | . | -2 | 7 | 3

# Hits appear at their usual frequency; any-hit rate near 4.7%.
